Source: PubChem
TexasRed fluor: alters Texas Red total fluorescence, flagging assay interference | 0.29% of 280,000 active | TRb/SRC2 Texas Red total fluorescence interference | Potency, µM (doses to about 106 µM), for the others: top-dose fluorescence change, negative = quenching; active means well fitted curve in either direction with a large enough effect; inconclusive means small, poorly fitted or top-dose-only effect
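Human TRβ ligand-binding domain (0.6 uM) and Texas Red SRC2 peptide (20 nM) in Tris buffer with 1 uM T3 and 5% DMSO were incubated with pinned compound for 5 hr at ambient temperature. Total fluorescence was computed as S + 2P (555/632 nm).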
GLA spleen mod: alpha-galactosidase A (human) modulation. Potency, µM (titrated, usually from 80 µM), inactives show at the top dose activity change, negative = inhibition, most hits filed as inhibitors. human spleen homogenate, 4MU-alpha-Gal fluorescence, 40 min. 0.008% of 240,000 active. P06280;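 further: 0% = enzyme with vehicle and -100% = no enzyme basal signal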
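Spleen homogenate 1 ug + cpd (titration) + 4-MU-alpha-D-galactopyranoside 1 mM; 37C 40 min; 50 mM citrate/phosphate pH 5.0, 0.01% Tween-20; stop pH 10; fluorescence 365/440; AC50 via Hill.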
Tau fluor cs: counter-screen for tau fibril formation inhibitors. 0.93% of 280,000 active. Potency, µM (doses to about 57.7 µM), without a hit: at the top dose activity change, negative = decrease. AID 1463. tau K18 P301L Alexa594 fluorescence, heparin fibrillization; further: nearly all actives have a fitted effect of over 55% in size
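Human tau K18 P301L (15 uM unlabeled, 0.24 uM Alexa 594-labeled) in 100 mM sodium acetate pH 7 with 20 uM heparin, 6 hr at 37 C. ThT 30 uM added, 1 hr ambient; Alexa 594 FP and total fluorescence read at 555/632 nm.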
Tau ThT inhib: inhibitors of human tau fibril formation, thioflavin T binding; recombinant tau K18 P301L (four-repeat tau fragment), heparin-induced fibrillization, ThT fluorescence; 2.1% of 270,000 active; Potency, µM (doses to about 57.4 µM), inactives show at the top dose activity, negative = inhibition, usual class: inhibitors; P10636; further: nearly all actives have a fitted effect of over 55% in size
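Recombinant human tau K18 fragment […] carrying P301L, 15 uM unlabeled plus 0.24 uM Alexa 594-labeled, was fibrillized with 20 uM heparin in 100 mM sodium acetate pH 7 for 6 hr at 37 C; 30 uM ThT fluorescence read after 1 hr.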
L3MBTL1 inh: blocks human L3MBTL1. Q9Y468. AlphaScreen L3MBTL1–H3K9me1 peptide binding. Potency, µM (highest dose often 57.1 µM), for inactives: at the top dose activity, negative = inhibition, usual class: inhibitors. 0.66% of 230,000 active; further: nearly all actives have a fitted effect of over 60% in size
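First, the protein-peptide complex forms for 30 min at room temperature (L3MBTL1 50 nM, biotinylated H3K9me1 peptide 75 nM). Next, compounds are pin-transferred and incubated 30 min. Finally, AlphaScreen beads are added and read after 30 min.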
TRb-SRC2 inh: inhibitors of human thyroid hormone receptor beta-SRC2 interaction; P10828; TRbeta-SRC2 peptide binding, fluorescence polarization; receptor liganded with 1 µM T3; Potency, µM (top dose mostly 106 µM), without a hit: at the highest dose activity change, negative = inhibition, usual class: inhibitors; 0.065% of 280,000 active; AID 1469;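 further: plate controls were bound peptide for no effect and peptide without receptor for full effect; nearly all actives have a fitted effect of over 50% in size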
Target sequence (P10828 whole entry, looked up): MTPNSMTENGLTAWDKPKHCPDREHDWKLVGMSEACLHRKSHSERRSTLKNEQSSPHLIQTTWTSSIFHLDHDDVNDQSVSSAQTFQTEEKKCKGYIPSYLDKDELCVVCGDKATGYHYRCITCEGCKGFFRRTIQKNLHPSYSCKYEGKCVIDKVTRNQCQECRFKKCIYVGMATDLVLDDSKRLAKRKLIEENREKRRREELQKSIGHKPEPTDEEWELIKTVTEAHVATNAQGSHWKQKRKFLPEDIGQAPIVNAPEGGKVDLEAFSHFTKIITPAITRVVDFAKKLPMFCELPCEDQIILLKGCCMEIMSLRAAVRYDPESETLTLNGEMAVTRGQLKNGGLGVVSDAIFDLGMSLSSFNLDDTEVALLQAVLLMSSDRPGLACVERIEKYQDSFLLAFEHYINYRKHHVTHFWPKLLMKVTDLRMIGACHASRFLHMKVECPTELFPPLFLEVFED
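Fluorescence polarization of 20 nM Texas Red SRC2 peptide (20-aa NR interaction domain) bound to 0.6 uM human TRb ligand-binding domain, with 1 uM T3, after 5 hr at ambient temperature; inhibition seen as decreased polarization.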
ALDH1A1 inh: ALDH1A1 (human) enzyme inhibition. 7.3% of 220,000 active. P00352. Purified ALDH1A1, NADH fluorescence, propionaldehyde substrate. Potency, µM (series often up to 75.3 µM), without a hit: top-dose activity, negative = inhibition, actives largely listed as inhibitors; active means well fitted inhibition curve with a large enough effect, not every such curve was filed as active; inconclusive means small, poorly fitted or top-dose-only effect, or another doubt; inactive means no such curve, though single readings can be large or run the other way;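 further: plate controls were no enzyme wells and a reference inhibitor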
Target sequence (P00352 whole entry, looked up): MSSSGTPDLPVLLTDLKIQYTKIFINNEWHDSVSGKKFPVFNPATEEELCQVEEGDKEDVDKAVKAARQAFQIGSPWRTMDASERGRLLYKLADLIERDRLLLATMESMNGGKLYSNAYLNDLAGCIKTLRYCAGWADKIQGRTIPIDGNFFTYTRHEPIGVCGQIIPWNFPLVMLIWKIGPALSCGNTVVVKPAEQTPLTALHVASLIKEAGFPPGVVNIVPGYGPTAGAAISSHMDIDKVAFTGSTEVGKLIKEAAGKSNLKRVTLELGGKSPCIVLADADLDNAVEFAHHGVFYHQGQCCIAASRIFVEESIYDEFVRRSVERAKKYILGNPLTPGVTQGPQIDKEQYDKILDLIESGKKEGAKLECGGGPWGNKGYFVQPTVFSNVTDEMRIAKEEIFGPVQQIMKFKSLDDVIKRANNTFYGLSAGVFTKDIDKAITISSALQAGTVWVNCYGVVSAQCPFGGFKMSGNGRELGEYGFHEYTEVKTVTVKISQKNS
Tau FP inhib: inhibitors of human tau fibril formation. P10636. K18 P301L tau heparin fibrillization, Alexa594 FP, 6 h. Potency, µM (titrated, usually from 57.7 µM), for inactives: top-dose activity, negative = inhibition, most hits filed as inhibitors. 0.39% of 280,000 active. AID 1468; further: nearly all actives have a fitted effect of over 55% in size
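Recombinant K18 P301L […], labeled with Alexa 594 at 0.24 uM over 15 uM unlabeled; heparin inducer 20 uM final; 37 C, 6 hr; FP endpoint.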
The depositor's hits bear a star; ? = inconclusive; / = not tested or not shown; [ ] = another dose, or the depositor's remark. Unless noted, the call rests on the fitted dose curve; in most records, active means well fitted curve in the direction sought with a large enough effect; inconclusive means small, poorly fitted or top-dose-only effect, or another doubt; inactive means no such curve, though single readings can be large; an effect the other way counts as inactive or inconclusive. Unless noted, on the % scale 0 is the no-effect control and ±100 the full control effect; potency means the concentration at half of the fitted maximal effect.

SMILES | TexasRed fluor | GLA spleen mod | Tau fluor cs | Tau ThT inhib | L3MBTL1 inh | TRb-SRC2 inh | ALDH1A1 inh | Tau FP inhib
Cc1ccc(-n2c(C)c([N+](=O)[O-])c3ccc(O)cc32)cc1 | -1% | -13% | -7% | -7% | 3% | 0% | -3% | 9%
CCOc1ccc(S(=O)(=O)NCc2ccccn2)cc1 | 0% | 6% | -6% | -6% | / | 2% | ? | 1%
O=C(CCSc1ccccc1)N1CCN(c2ccccc2F)CC1 | -1% | 8% | 8% | 11% | 0% | 1% | -54% | 5%
O=C(CN1CCN(C/C=C/c2ccccc2)CC1)NCc1ccc(Cl)cc1 | -1% | 1% | -7% | -6% | -10% | -1% | / | -6%
Cc1cc(C)n(Cc2ccc(Cl)cc2Cl)c(=O)c1S(=O)(=O)c1ccccc1 | -5% | 3% | -1% | 0% | 17% | 8% | 1% | 11%
Clc1ccc(CSc2ccc(-c3cccs3)nn2)cc1 | 0% | / | 2% | 3% | / | -3% | / | -6%
CCOc1cc(C2C(C(=O)N3CCCCC3)=C(C)NC3=C2C(=O)CCC3)cc(Br)c1O (stereo unspecified) | -2% | -3% | -6% | -19% | -23% | -10% | ? | 0%
O=C(Nc1ccccc1)C1=C[C@H](c2ccc3c(c2)OCO3)C[C@H](OCCCCO)O1 | 0% | -3% | -14% | -11% | -2% | 3% | -1% | 5%
Cc1ccc(C)c(-n2cc(-c3ccccc3)nc2SCC(=O)Nc2ccccc2)c1 | -3% | / | -21% | -10% | / | -5% | / | -2%
CNC(=O)c1cc2ccccc2o1 | 1% | 0% | -2% | -3% | 5% | -1% | 13% | -12%
CCOC(=O)/C(C#N)=C/c1ccc(-c2ccccc2)o1 | 0% | / | ? | ? | / | -8% | / | -12%
CCC1(C(=O)O)NC(c2cccc(OC)c2O)C2C(=O)N(c3ccccc3)C(=O)C21 (stereo unspecified) | 1% | 0% | -11% | -6% | 15% | 3% | 7% | -7%
Cc1ccccc1NC(=O)Nc1csc2c1CCCC2 | 3% | / | ? | ? | / | 4% | / | 15%
CCNC(=S)N1CCN(CCN=CC2=C(O)CC(C)(C)CC2=O)CC1 | -2% | 4% | 2% | / | / | 0% | / | 6%
Cc1ccccc1/C=C1\OC(=O)c2ccccc21 | -2% | -11% | -15% | -8% | 12% | 3% | 5% | -6%
Cc1cc(NC(=O)COn2nnc3ccccc32)no1 | -6% | 1% | 3% | -4% | -2% | -1% | 1% | 1%
Cc1nnc(SCc2nc3sc4c(c3c(=O)[nH]2)CCCC4)n(N)c1=O | -2% | 14% | -5% | ? | 11% | 3% | 22µM* | ?
O=C(CCNC(=O)c1ccc(Br)cc1)Nc1nccs1 | 0% | 3% | 0% | -2% | 9% | 1% | 7% | -2%
COC(=O)/C=C(\C)NC(=O)c1ccccc1Cl | 1% | 7% | 8% | 8% | 4% | 6% | -2% | 3%
Cc1ccc(CNC(=O)CCNS(=O)(=O)c2ccc(C)cc2)cc1 | 1% | 0% | -17% | -8% | / | 13% | 14µM* | -2%

A draw from above in order of number of heavy atoms, falling:
SMILES | TexasRed fluor | GLA spleen mod | Tau fluor cs | Tau ThT inhib | L3MBTL1 inh | TRb-SRC2 inh | ALDH1A1 inh | Tau FP inhib
CCOc1cc(C2C(C(=O)N3CCCCC3)=C(C)NC3=C2C(=O)CCC3)cc(Br)c1O (stereo unspecified) | -2% | -3% | -6% | -19% | -23% | -10% | ? | 0%
CCC1(C(=O)O)NC(c2cccc(OC)c2O)C2C(=O)N(c3ccccc3)C(=O)C21 (stereo unspecified) | 1% | 0% | -11% | -6% | 15% | 3% | 7% | -7%
O=C(CN1CCN(C/C=C/c2ccccc2)CC1)NCc1ccc(Cl)cc1 | -1% | 1% | -7% | -6% | -10% | -1% | / | -6%
CCNC(=S)N1CCN(CCN=CC2=C(O)CC(C)(C)CC2=O)CC1 | -2% | 4% | 2% | / | / | 0% | / | 6%
Cc1ccc(CNC(=O)CCNS(=O)(=O)c2ccc(C)cc2)cc1 | 1% | 0% | -17% | -8% | / | 13% | 14µM* | -2%
Cc1ccc(-n2c(C)c([N+](=O)[O-])c3ccc(O)cc32)cc1 | -1% | -13% | -7% | -7% | 3% | 0% | -3% | 9%
Cc1ccccc1NC(=O)Nc1csc2c1CCCC2 | 3% | / | ? | ? | / | 4% | / | 15%
Cc1ccccc1/C=C1\OC(=O)c2ccccc21 | -2% | -11% | -15% | -8% | 12% | 3% | 5% | -6%
COC(=O)/C=C(\C)NC(=O)c1ccccc1Cl | 1% | 7% | 8% | 8% | 4% | 6% | -2% | 3%
CNC(=O)c1cc2ccccc2o1 | 1% | 0% | -2% | -3% | 5% | -1% | 13% | -12%

(list continues)
SMILES | TexasRed fluor | GLA spleen mod | Tau fluor cs | Tau ThT inhib | L3MBTL1 inh | TRb-SRC2 inh | ALDH1A1 inh | Tau FP inhib
Cc1ccc(C)c(S(=O)(=O)N/N=C2/CCCc3ccccc32)c1 | -1% | 7% | -18% | -7% | / | -13% | ? | -7%
COc1cc(-c2nc(Cn3nnc(C(=O)Nc4ccccc4)c3C)c(C)o2)cc(OC)c1OC | -15% | / | -22% | ? | / | -4% | / | 1%
CC(C)c1ccc(/C=C/C(=O)Nc2nc3ccc([N+](=O)[O-])cc3s2)cc1 | 0% | 1% | -21% | ? | 2% | -9% | -1% | -1%
NC(=O)CC(NC(=O)c1ccccc1)c1ccc(NCc2ccccc2)c([N+](=O)[O-])c1 (stereo unspecified) | -1% | -6% | -28% | 13µM* | / | 2% | / | -3%
NC(=O)C1(C(N)=O)OC1c1ccc(Cl)cc1Cl (stereo unspecified) | 1% | 1% | -8% | / | / | -6% | / | -2%
CC(C)CCNC(=S)Nc1ccccc1F | 3% | 1% | -5% | -2% | 8% | 3% | 1% | 4%
Cc1ccc(C(=O)NC2CCCCNC2=O)cc1 (stereo unspecified) | -7% | 8% | 2% | 5% | 1% | 2% | / | 9%
COc1cccc(NC(=O)C(NCCC(C)C)c2ccccc2)c1 (stereo unspecified) | 0% | -16% | -21% | -14% | / | 4% | ? | -2%
COc1ccccc1-c1noc(-c2ccc(NCCc3ccccc3)c([N+](=O)[O-])c2)n1 | -2% | / | 3% | 2% | / | -3% | / | 2%
O=C(O)CCCNC(=O)Cc1ccccc1 | 0% | 2% | -8% | -7% | 2% | 5% | / | -1%
Cc1ccc(OCC(=O)NNC(=O)CCC(=O)Nc2ccc(C)cc2C)cc1 | 2% | -3% | 2% | 4% | -1% | 1% | -4% | 3%
Cc1cc(=O)[nH]c2nnc(SCc3c(F)cccc3Cl)n12 | -2% | / | 10% | 2% | / | 3% | / | -4%
CCOC(=O)CN(Cc1ccccc1)S(=O)(=O)c1ccc(NC(C)=O)cc1 | -1% | -1% | -5% | 0% | -7% | -20% | 5.6µM* | -8%
O=C(Nc1ccc(-c2csc(Nc3ccc(Cl)cc3)n2)cc1)c1cc([N+](=O)[O-])cc(C(F)(F)F)c1 | 0% | 5% | 7.1µM*[quencher] | ? | / | 5% | / | ?
CC1=NNC(=O)C1CC(=O)N/N=C/C=C/c1ccccc1 (stereo unspecified) | 1% | 7% | 3% | / | / | 4% | / | -6%
N#Cc1nc(-c2ccc(OCc3ccccc3)cc2)oc1NCc1ccco1 | 1% | 8% | ? | -1% | -1% | -1% | ? | -4%
Cc1occc1C(=O)N1CCN(C(=O)C2CCCO2)CC1 (stereo unspecified) | -4% | 4% | 3% | -1% | / | 7% | 2% | -5%
COc1ccc(N=C2CCS(=O)(=O)c3sccc32)cc1 | -8% | 7% | -4% | ? | 3% | -2% | 10µM* | 7%
O=c1c(NCc2ccccc2Cl)nccn1-c1ccccc1 | -1% | / | -5% | -1% | / | 2% | / | -1%
CCn1c(=O)n(CC)c2cc(N)ccc21 | -2%[53 µM] | 1% | -10% | ? | -9% | -1%[53 µM] | ? | ?

2 of the compounds above, with values under each structure.
Every second line gives: TexasRed fluor, GLA spleen mod, Tau fluor cs, Tau ThT inhib, L3MBTL1 inh, TRb-SRC2 inh, ALDH1A1 inh, Tau FP inhib
- CCOc1ccc(S(=O)(=O)NCc2ccccn2)cc1
    0%, 6%, -6%, -6%, /, 2%, ?, 1%
- O=C(CCSc1ccccc1)N1CCN(c2ccccc2F)CC1
    -1%, 8%, 8%, 11%, 0%, 1%, -54%, 5%

Next entries:
SMILES | TexasRed fluor | GLA spleen mod | Tau fluor cs | Tau ThT inhib | L3MBTL1 inh | TRb-SRC2 inh | ALDH1A1 inh | Tau FP inhib
CCOC(=O)c1ccc(NC(=O)COc2ccccc2CNCCO)cc1 | 0% | 10% | -29% | ? | 4% | 5% | -6% | -10%
Oc1ccc(/C=N/Nc2nc(N3CCCC3)nc(N3CCCC3)n2)cc1O | -4% | 11% | ? | ? | -9% | 0% | 13µM* | 8%
O=C(Nc1ccc(N2CCCC2)cc1)C(Cl)c1ccccc1 (stereo unspecified) | 1% | 9% | ? | 25µM* | -7% | -20% | ? | 32µM*
CCCC(=O)N(c1ccc2oc(C)c(C(C)=O)c2c1)S(=O)(=O)c1ccc(CC)cc1 | -11% | / | -9% | -11% | / | 3% | / | -10%
CCC(=O)Nc1cccc(C2=NOC3(C2)C[C@@H](C(N)=O)N(C(=O)COc2ccc(Cl)cc2)C3)c1 (stereo partly specified) | -1% | 3% | 3% | -1% | / | 1% | / | -1%
O=C(NC1=NCCS1)c1cc(-c2ccc(-c3ccccc3)cc2)nc2ccccc12 | 3% | 12% | -23% | -5% | 7% | 8% | ? | 28µM*
Cc1ccc(-n2c(SCC(=O)NCCN3C(=O)CSC3=O)nnc2-c2cccc(C)c2)cc1 | -1% | -2% | 8% | 5% | -2% | 2% | 13% | 5%
COc1cc(NC(=O)Cc2c(C(=O)O)[nH]c3ccccc23)cc(OC)c1OC | -4% | 2% | -5% | -4% | 4% | 2% | ? | 1%
Cc1cccc(NC(=O)CSc2nnnn2-c2ccc3c(c2)OCCO3)n1 | -6% | 8% | 11%[2.34 µM] | -2% | 5% | 1% | ? | 10%
